# GalR3 antag: blocks the human galanin receptor 3; O60755; HEK293 GalR3-CNG cAMP membrane potential fluorescence; galR3 body fused to GalR1 C-terminus; inhibition, % at 3 µM; hit rate 0.44% among 360,000;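 active = inhibition above the screen-wide average plus 3 SD, cut at about 13% in these data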;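 note: forskolin and galanin both at EC90 stimulate the cells; cAMP rise reported by CNG channel membrane potential dye signal; 0% = forskolin plus galanin with DMSO and 100% = forskolin alone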
# Target sequence (O60755 1-299 limits assumed): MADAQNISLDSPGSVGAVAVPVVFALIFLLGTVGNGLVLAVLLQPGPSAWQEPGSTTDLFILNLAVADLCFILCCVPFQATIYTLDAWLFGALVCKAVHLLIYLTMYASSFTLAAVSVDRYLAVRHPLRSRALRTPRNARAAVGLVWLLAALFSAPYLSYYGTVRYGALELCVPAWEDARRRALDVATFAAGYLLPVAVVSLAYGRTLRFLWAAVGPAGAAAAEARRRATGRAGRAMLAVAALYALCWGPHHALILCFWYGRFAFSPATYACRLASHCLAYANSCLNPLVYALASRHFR
# IMP-1 inhibitor: inhibitors of Pseudomonas aeruginosa IMP-1 metallo-beta-lactamase | inhibition, % at 5.6 µM | purified IMP-1, nitrocefin hydrolysis, epi-absorbance fluorescence | AID 1556 | hit rate 0.45% among 290,000;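 active = inhibition above the mean plus 3 SD of all compounds in the same screening run, cut at about 4.5% in these data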;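 note: 0% = IMP-1 with DMSO and 100% = DMSO wells lacking enzyme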
#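 System: purified recombinant IMP-1 beta-lactamase. Medium: Zinc- and detergent-supplemented HEPES buffer, pH 7.1. Compound: one 5.6 µM dose […]. Schedule: 15 min preincubation plus 25 min reaction at 25 °C. Technique: Epi-absorbance fluorescence, 480 nm excitation, 530 nm emission.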
# CRFR2-BP antag: CRF-BP/CRF-R2 complex antagonism. HEK293 CRF-R2/CRF-BP, CRF-induced calcium fluorescence. inhibition, % at 11.8 µM. hit rate 0.59% among 350,000. AID 588475;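 active = inhibition of the ligand-induced calcium signal above about 50% at the single tested concentration, limit read from the data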
# VIM-2 inhibitor: blocks Pseudomonas aeruginosa VIM-2 metallo-beta-lactamase; purified VIM-2, nitrocefin hydrolysis, epi-absorbance fluorescence; inhibition, % at 5.6 µM; hit rate 0.89% among 290,000;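 active = inhibition above the mean of all tested compounds plus 3 SD, cutoff set per screening run, cut at about 7.5% in these data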;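 note: red hydrolysis product quenches plate fluorescence so inhibitors raise well fluorescence; 0% = enzyme with DMSO and 100% = DMSO without enzyme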
# IDE inh: inhibitors of human insulin-degrading enzyme in cells; HEK cells, FAbetaB cleavage, fluorescence polarization; inhibition, % at 5.59 µM; hit rate 0.41% among 320,000;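 active = percent inhibition above the average of all tested compounds plus 3 SD, set per screening campaign, cut at about 16% in these data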;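 note: IDE supplied by intact live HEK cells; FP after avidin binding of uncleaved biotin substrate so inhibition keeps polarization high; 0% = DMSO wells and 100% = 60 µM reference IDE inhibitor Ii1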
# IDE cell activ: IDE (human) activation, cell-based; activation, % at 5.96 µM; hit rate 0.073% among 340,000; HEK cells, FAbeta-B cleavage, fluorescence polarization; 0% vehicle, 100% cell-free pure enzyme wells; P14735; AID 493087;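 active = activation above the mean of all tested compounds plus 3 SD, set per screening campaign, cut at about 17% in these data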
# pCIP destab: lowers stability of the mouse p/CIP coactivator protein | F442A p/CIP-EGFP cells, EGFP fluorescence, 16 h | decrease of EGFP signal, % at 10 µM | hit rate 0.01% among 290,000 | AID 1984;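 active = EGFP signal decrease of at least 30% at 10 µM or well 3 SD below plate mean, unless failing retest; inactive = the rest, including hits failing retest or dose response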; note: some compounds called inactive have numbers as strong as hits; many of its hits are not listed in these tables
# SUMO HTRF inh: SUMOylation inhibition | inhibition, % at 35 µM | hit rate 0.36% among 290,000 | HTRF SUMOylation assay, SAE1/SAE2 + UBC9, in vitro | P63279 | AID 2006; in the data active = inhibition above about 50%, passing the limit was not always enough; note: strong numbers were not always called active
# Target sequence (P63279 whole entry, looked up): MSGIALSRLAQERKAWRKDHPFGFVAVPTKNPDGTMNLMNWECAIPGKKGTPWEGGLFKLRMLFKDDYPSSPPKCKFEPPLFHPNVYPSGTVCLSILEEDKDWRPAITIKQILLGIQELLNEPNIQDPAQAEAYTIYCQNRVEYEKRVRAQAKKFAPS
# HCV NS3 hel inh: blocks Hepatitis C virus NS3 helicase unwinding. hit rate 0.56% among 290,000. NS3 helicase DNA unwinding, Cy5 molecular beacon fluorescence. inhibition, % at 10.9 µM;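 active = inhibition above the mean of all tested compounds plus 3 SD, set per campaign, cut at about 35% in these data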;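 note: 0% = DMSO wells and 100% = thioflavine S control wells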
#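 System: NS3 helicase fragment of HCV / Schedule: 1 h at 25 °C / Control set: DMSO alone as 0% and 110 µM thioflavine S as 100% / Reagent: Cy5/quencher beacon DNA duplex and ATP to start / Technique: Cy5 fluorescence / Replication: singlicate / Evaluation: % inhibition of end-to-start signal ratio versus controls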
# Active calls of the source: *; x = no result given. An unsorted share of the library, and some 3.2% of all compounds hit somewhere here.
GalR3 antag	IMP-1 inhibitor	CRFR2-BP antag	VIM-2 inhibitor	IDE inh	IDE cell activ	pCIP destab	SUMO HTRF inh	HCV NS3 hel inh	mol
-5	-1.9	8	-2.7	5	2	-9	8	-7	Cc1ccc(CSc2nnc(SCC(=O)N/N=C/c3c(C)nn(-c4ccccc4)c3C)s2)cc1
2	1.0	43	1.2	-3	4	-15	5	-3	CN1C(=O)c2oc3ccccc3c(=O)c2C1c1ccccn1 (centres undefined)
1	-2.2	14	-1.2	1	6	1	13	-7	Cn1c(CNC(=O)CNC(=O)c2ccc(C(C)(C)C)cc2)cc(=O)n(C)c1=O
0	-2.4	-1	-5.5	1	0	-4	-8	6	CCn1c(N2CCN(C(=S)NCC(C)C)CC2)nc2ccccc21
2	-2.5	-41	1.9	2	3	-10	0	-6	COc1ccccc1NC(=O)CCC(=O)Nc1cc(OC)c(NC(=O)c2cccs2)cc1OC
-1	0.1	-1	0.3	-4	12	-2	22	-4	COc1ccc(OCC(O)CNC(=O)c2c(-c3ccccc3)noc2C)cc1 (centres undefined)
-7	-2.4	0	-0.6	1	2	-5	13	7	COC(=O)c1cn(CC(=O)Nc2ccccc2C)c2ccccc12
x	-1.9	-14	-1.8	3	1	-10	28	-2	Fc1ccc(Br)cc1C1C=C(c2cccnc2)Nc2ncnn21 (centres undefined)
-6	-0.2	0	0.1	-2	4	2	22	1	Cc1nnc(SCc2nnc(-c3ccccc3)o2)n(N)c1=O
-2	-2.7	-1	-3.3	7	-3	0	6	-3	Cn1c(SCC(=O)NC2CCCC2)nnc1-c1ccc(S(=O)(=O)N2CCOCC2)cc1
-7	x	1	x	2	2	x	x	x	O=C1CCN(S(=O)(=O)c2cc(C(F)(F)F)ccc2Cl)CC1
-10	-3.1	3	-3.2	1	0	-23	29	5	CCCN=Cc1c(CCC)[nH]n(-c2nc3ccccc3s2)c1=O
-4	-4.8	-11	-0.6	0	7	-1	-12	2	CCc1cccc(Nc2c([N+](=O)[O-])cc(C(=O)N3CC(=O)Nc4ccccc43)cc2[N+](=O)[O-])c1
-3	-2.0	10	-2.1	0	-1	4	9	1	CCC(=O)Nc1nnc(-c2cccs2)s1
-4	-1.9	3	-4.6	0	-1	-24	5	1	CCOc1ccc(CSC(=N)N)cc1
15*	-2.2	-24	-0.3	-2	-5	-2	28	-5	Cc1ccc(N=C2NC(=O)/C(=C/c3cccnc3)S2)cc1C
-9	-3.0	5	-3.6	-3	5	0	-3	0	COc1ccc([N+](=O)[O-])cc1NC(=O)COC(=O)c1ccccc1C(=O)c1ccccc1
-3	-4.7	-5	-5.0	-3	9	4	-15	7	Cc1ccc(-c2noc(CN3C(C)CCCC3C)n2)cc1 (centres undefined)
1	0.8	18	1.3	11	0	6	-22	10	CNc1nc(N)c(C(=O)C(C)(C)C)s1
2	-2.2	4	1.0	5	3	6	-15	-4	COc1ccc(N(CC(=O)NCc2ccccc2)S(C)(=O)=O)cc1
-1	-2.9	-9	-1.3	-3	1	-6	-1	-5	CCn1ccc(C(=O)Nc2ccc(N(C)C(C)=O)cc2)n1
3	x	15	x	-1	3	x	x	x	CCN(C(=O)CSc1nnc(-c2ccc(OC)cc2)n1C(C)C)C1CCS(=O)(=O)C1 (centres undefined)
-7	-3.4	-4	-5.1	0	3	-16	-2	2	CCCCCNC(=O)C1CC(=O)OC12CCCCC2 (centres undefined)
1	x	0	x	3	-6	x	x	x	O=C(OCC(=O)c1ccccc1)C1=NN(c2ccccc2)C(=O)CC1
-3	-3.0	-26	-3.0	0	-4	-17	-16	-1	N#Cc1sc2nc(N3CCCCC3)c3c(c2c1N)CCCC3
-1	0.1	-9	-1.9	2	-1	-14	-1	6	Cc1cc(=O)oc2cc(OCC(=O)Nc3c(Cl)cccc3C(F)(F)F)ccc12
-2	-3.3	24	-4.4	5	8	-2	-31	17	COc1ccc(C(NC(=O)C(C)C)c2ccc3cccnc3c2O)cc1 (centres undefined)
2	-0.9	-2	-2.0	2	-2	-9	3	-6	Cn1c(NCCN2CCCCC2)cc(=O)n(C)c1=O
7	-1.9	-9	0.3	-9	-1	-3	11	6	CCOC(=O)c1c(C)oc(C)c(C(=O)OCC)c1=O
-4	x	11	x	1	9	x	x	x	O=C(NCC1CCCO1)c1cccc(S(=O)(=O)N(Cc2ccccc2)c2ccccc2)c1 (centres undefined)

# Four compounds already listed, arranged by the number in SUMO HTRF inh, descending.
SMILES | GalR3 antag | IMP-1 inhibitor | CRFR2-BP antag | VIM-2 inhibitor | IDE inh | IDE cell activ | pCIP destab | SUMO HTRF inh | HCV NS3 hel inh
Cc1ccc(N=C2NC(=O)/C(=C/c3cccnc3)S2)cc1C | 15* | -2.2 | -24 | -0.3 | -2 | -5 | -2 | 28 | -5
Cc1cc(=O)oc2cc(OCC(=O)Nc3c(Cl)cccc3C(F)(F)F)ccc12 | -1 | 0.1 | -9 | -1.9 | 2 | -1 | -14 | -1 | 6
COc1ccc(N(CC(=O)NCc2ccccc2)S(C)(=O)=O)cc1 | 2 | -2.2 | 4 | 1.0 | 5 | 3 | 6 | -15 | -4
N#Cc1sc2nc(N3CCCCC3)c3c(c2c1N)CCCC3 | -3 | -3.0 | -26 | -3.0 | 0 | -4 | -17 | -16 | -1

# Carrying on.
GalR3 antag	IMP-1 inhibitor	CRFR2-BP antag	VIM-2 inhibitor	IDE inh	IDE cell activ	pCIP destab	SUMO HTRF inh	HCV NS3 hel inh	mol
-4	x	-1	x	2	5	x	x	x	O=C(CNC(=O)c1ccccc1F)OCCOc1cccc(Cl)c1
-2	0.5	-5	-1.5	-4	3	6	-2	-12	CC(=O)Oc1ccc(N(C(C)=O)S(=O)(=O)c2ccc(C)c([N+](=O)[O-])c2)cc1
-5	1.5	-137	-1.0	58*	-45	-116	13	13	Cc1ccc(S(=O)(=O)/N=C2/NC(=O)/C(=C/c3cc([N+](=O)[O-])ccc3O)S2)cc1
-9	1.4	13	-1.0	x	-1	8	11	-11	CCOn1c(=O)c(-c2cccc(Br)c2)[n+]([O-])c2ccccc21
0	-1.8	-9	-3.9	x	1	3	6	1	O=C(CN(Cc1cccs1)C(=O)CNS(=O)(=O)c1ccccc1)NCc1ccco1
1	-3.2	4	-6.5	-3	10	-6	8	5	CC1=NN(C(=O)c2ccco2)C(O)(c2ccccc2)C1 (centres undefined)
-7	-1.7	9	-0.6	6	6	3	-4	2	COCC(=O)Nc1nc(-c2ccccc2)c(C)s1
-3	-4.7	46	-4.4	1	-1	-4	-15	-1	O=C(NNC(=O)c1cc(-c2ccccc2)n(-c2ccccc2)n1)c1cccc([N+](=O)[O-])c1
-2	-1.7	-2	-1.0	2	-4	-2	-15	-8	Cc1ccc(N(CC(O)CN2CCCCC2)S(=O)(=O)c2ccc(C)cc2)cc1 (centres undefined)
2	-2.0	-5	-0.6	3	-3	-16	6	-3	O=C(CCn1nnnc1CN1CCOCC1)N1CCC(c2cccc(Cl)c2)C1 (centres undefined)
0	-5.0	13	-3.7	0	2	4	48	17	Cc1ccc(-c2nc3s/c(=C\c4ccco4)c(=O)n3n2)cc1
2	-2.0	-15	-3.8	4	-4	1	10	1	O=C(Nc1ccccc1)N(Cc1ccc2c(c1)OCO2)Cc1nc2ccccc2c(=O)[nH]1
-2	-0.3	25	0.1	3	1	-3	10	0	CC(=O)c1cccc(NC(=O)CN(c2ccc(F)cc2)S(C)(=O)=O)c1
-5	-3.7	-55	-4.0	6	-11	12	-14	-15	COc1ccc(Br)cc1C(=O)Nc1cccc(NC(=O)c2ccco2)c1
x	-0.2	6	1.4	0	1	11	-6	11	Cc1cccc(OC(C)C(=O)NC2CCS(=O)(=O)C2)c1C (centres undefined)
-7	-3.8	3	-0.3	-1	2	-2	10	2	Cc1ccc2c(c1)CCCN2C(=O)c1cc2ccccc2oc1=O
-6	0.6	-34	1.6	5	0	-2	6	-26	COc1ccc(/C=C/C(=O)C23CC4CC(CC(C4)C2)C3)cc1CN1CCOCC1
0	x	3	x	2	4	x	x	x	O=C(COC(=O)c1cc([N+](=O)[O-])ccc1N1CCOCC1)c1ccc(OC(F)F)cc1OC(F)F
-9	-2.1	-11	-1.6	-5	1	3	-7	3	CCCN1CCN(C(=O)CN2C(=O)COc3ccc(S(=O)(=O)N(CC)CC)cc32)CC1
-3	-2.7	1	-1.0	-4	2	-15	2	4	COc1ccc(CCc2nnc(CCC(=O)N(C)Cc3ccncc3C)o2)cc1
0	-0.1	0	-1.4	6	-4	0	0	-9	O=C(Nc1ccc(C(=O)N2CCN(c3ccccc3F)CC2)cc1)C1=CSCCO1
-12	-2.9	19	-3.2	-2	5	-39	20	3	O/N=C1\CCCCc2ccccc21
-2	-1.2	1	-3.5	0	-1	5	-1	8	CN1CC2(C)OC(=O)C(Cl)=C2CC1c1ccccc1 (centres undefined)
-2	x	-19	x	-1	11	x	x	x	O=C(NCC(c1ccco1)N1CCc2ccccc21)c1cccc(F)c1 (centres undefined)
-2	-1.9	41	0.1	0	-3	-6	8	-11	Cn1nc([N+](=O)[O-])nc1Sc1ccc(C(C)(C)C)cc1
0	-4.2	x	-3.9	4	x	13	-6	-7	CCNc1nc(NCC)nc(Oc2ccc(OCc3ccccc3)nn2)n1
7	0.0	-15	-2.5	4	2	0	9	2	Cc1ccc(Nc2nc(N)nc(CSC(=S)N3CCOCC3)n2)c(C)c1
0	-2.7	-5	-0.9	-4	3	-7	-11	0	CCOc1ccc(/C(C)=N/N2C(=O)C(CC(=O)Nc3ccc(OC)cc3[N+](=O)[O-])SC2=Nc2cccc(C)c2C)cc1 (centres undefined)
0	0.3	23	6.5	7	-2	-7	11	33	COc1cccc(=O)c2c(C)n(-c3cc(C)cc(C)c3)c(C)c12
-1	x	1	x	2	7	-7	-1	x	C[C@@H]1CC=C[C@H]2[C@H]1C(=O)N(Cc1ccccc1)[C@H]2c1ccc(F)c(-c2ccc(N(C)C)cc2)c1
9	-3.0	-2	-0.6	-2	-1	-5	15	-16	Cc1ccccc1-c1nc(CN(C)C(C)c2ccon2)c(C)o1 (centres undefined)
-2	0.2	-5	-0.3	12	-1	-4	5	-4	CC(C)CCn1c(O)c(N=NC(=O)Cn2ccc(C(F)(F)F)n2)c2ccccc21
-5	-2.2	29	0.4	0	-2	2	2	-17	CCCn1c(N2CCN(CC(=O)NCc3cccs3)CC2)nc2ccccc21
-9	-2.1	7	-4.0	-1	3	-4	4	0	COc1ccc(-c2nnnn2CCc2ccccc2)cc1
-8	-2.3	-6	-2.4	6	-2	5	2	-9	OC(COc1ccc2cc(Br)ccc2c1)CN1CCOCC1 (centres undefined)
-7	-7.0	11	1.0	3	10	1	10	-2	COc1ccc(C2=NN(CCC(=O)NCc3cccs3)C(=O)CC2)cc1
-5	3.4	-16	2.6	-3	0	-8	3	5	CCn1c(=O)n(CC)c2cc(S(=O)(=O)Nc3cc(C)cc(C)c3C#N)ccc21
-2	-2.3	32	-1.4	2	1	1	7	-7	CCC(=O)N1CCc2cc(S(=O)(=O)N(CC)c3cccc(C)c3)ccc21
-7	-2.1	-17	-1.1	4	6	9	-7	5	O=C(O)CC(NCc1ccco1)C(=O)OCCCl (centres undefined)
